Compound activity as filed in PubChem.
GSTO1 counter: GSTO1 inhibition, counter-screen for RBBP9 inhibitors; recombinant GSTO1, activity-based probe fluorescence polarization; P78417; inhibition, % at 5.96 µM; 300,000 compounds, 1.1% hits;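 active = inhibition above the campaign mean inhibition plus 3 SD, cut at about 35% in these data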;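 note: 0% = GSTO1-1 with DMSO and 100% = wells lacking GSTO1-1 enzyme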
LYPLA2 inh: blocks human lysophospholipase 2, a PME1 counter-screen | O95372 | recombinant LYPLA2, FP-Rh probe fluorescence polarization | inhibition, % at 5.9 µM | 320,000 compounds, 0.38% hits | AID 2177;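 active = inhibition above the screen-wide mean plus 3 SD, limit set per campaign, cut at about 26% in these data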;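 note: 0% = LYPLA2 with DMSO and 100% = wells lacking LYPLA2 enzyme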
PAD4 FP inh: PAD4 (human) enzyme inhibition | Q9UM07 | recombinant PAD4, RCA probe fluorescence polarization | inhibition, % at 6.36 µM | 330,000 compounds, 0.41% hits | AID 485272;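 active = percent inhibition above a cutoff equal to the mean of all tested compounds plus 3 SD, cut at about 15% in these data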;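 note: 0% = PAD4 with RCA probe and DMSO and 100% = probe without PAD4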
PME-1 inh: blocks human protein phosphatase methylesterase 1 | 320,000 compounds, 0.53% hits | inhibition, % at 5.9 µM | AID 2130 | Q9Y570 | recombinant PME-1, FP-Rh probe fluorescence polarization;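 active = inhibition above the campaign mean of all compounds plus 3 SD, cut at about 26% in these data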;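 note: competitive labeling of PME-1 active site by serine hydrolase directed probe; 0% = PME-1 with DMSO and 100% = wells lacking PME-1 enzyme; inhibitors block probe labeling so polarization falls and inhibition rises; many of its hits are not listed in these tables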
Target sequence (Q9Y570 whole entry, looked up): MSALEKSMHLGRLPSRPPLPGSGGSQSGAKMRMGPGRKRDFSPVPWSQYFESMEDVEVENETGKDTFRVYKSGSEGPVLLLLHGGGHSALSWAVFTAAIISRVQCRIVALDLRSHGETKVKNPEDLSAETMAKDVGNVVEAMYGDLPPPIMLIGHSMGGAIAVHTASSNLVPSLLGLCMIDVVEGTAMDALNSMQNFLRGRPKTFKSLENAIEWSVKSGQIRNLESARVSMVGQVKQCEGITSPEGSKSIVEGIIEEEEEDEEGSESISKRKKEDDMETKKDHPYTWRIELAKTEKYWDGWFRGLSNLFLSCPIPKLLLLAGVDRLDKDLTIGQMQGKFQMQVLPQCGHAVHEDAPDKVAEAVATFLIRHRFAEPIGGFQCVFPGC
LYPLA1 counter: blocks human lysophospholipase 1, a PME1 counter-screen | recombinant LYPLA1, FP-Rh probe fluorescence polarization | inhibition, % at 5.9 µM | 320,000 compounds, 0.16% hits;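 active = inhibition above the mean of all tested compounds plus 3 SD, set per campaign, cut at about 14% in these data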;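 note: inhibitors block serine hydrolase probe labeling of LYPLA1 so polarization falls; 0% = enzyme with DMSO and 100% = wells lacking LYPLA1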
PAFAH2 inh: PAFAH2 (human) inhibition; recombinant PAFAH2, FP-rhodamine activity probe, fluorescence polarization; inhibition, % at 3.39 µM; 340,000 compounds, 0.99% hits;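 active = inhibition above the mean over all tested compounds plus 3 SD, cut at about 30% in these data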;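 note: inhibitors block probe labeling of enzyme so polarization drops; 0% = enzyme with DMSO and 100% = wells lacking PAFAH2 protein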
PAFAH1B2 inh: PAFAH1B2 (human) inhibition; inhibition, % at 3.39 µM; P68402; 340,000 compounds, 1.2% hits; AID 492953; recombinant PAFAH1B2, FP-rhodamine activity probe, fluorescence polarization;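 active = inhibition above the mean of all tested compounds plus 3 SD, cut at about 24% in these data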;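 note: 0% = enzyme with DMSO and 100% = wells lacking PAFAH1B2; many of its hits are not listed in these tables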
pPAFAH inh: pPAFAH (human) enzyme inhibition. recombinant pPAFAH, FP-rhodamine probe fluorescence polarization. inhibition, % at 3.39 µM. AID 463082. Q13093. 330,000 compounds, 1.5% hits;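 active = inhibition above the mean inhibition across the screen plus 3 SD, cut at about 25% in these data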;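 note: inhibitors block binding of the rhodamine activity-based probe so polarization drops; 0% = enzyme with DMSO and 100% = wells lacking pPAFAH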
Target sequence (Q13093 whole entry, looked up): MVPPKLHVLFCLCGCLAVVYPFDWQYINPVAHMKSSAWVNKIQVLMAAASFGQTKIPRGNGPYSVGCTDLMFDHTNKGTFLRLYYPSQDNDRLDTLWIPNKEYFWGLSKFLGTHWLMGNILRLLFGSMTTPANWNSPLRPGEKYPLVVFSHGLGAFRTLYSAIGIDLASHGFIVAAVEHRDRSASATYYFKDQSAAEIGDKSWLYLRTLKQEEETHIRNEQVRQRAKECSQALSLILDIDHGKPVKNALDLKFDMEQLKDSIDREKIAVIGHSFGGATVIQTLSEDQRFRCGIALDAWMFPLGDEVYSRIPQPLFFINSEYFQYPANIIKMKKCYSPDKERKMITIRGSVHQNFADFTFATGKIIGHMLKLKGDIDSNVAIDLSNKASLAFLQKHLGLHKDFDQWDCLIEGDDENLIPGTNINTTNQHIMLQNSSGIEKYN
PAFAH1B3 inh: PAFAH1B3 (human) inhibition. Q15102. recombinant PAFAH1B3, FP-rhodamine probe, fluorescence polarization. inhibition, % at 3.39 µM. 340,000 compounds, 0.28% hits. AID 492972;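 active = inhibition above the screen-wide average of all tested compounds plus 3 SD, cut at about 25% in these data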;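 note: 0% = enzyme with DMSO only and 100% = wells lacking PAFAH1B3 protein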
Active calls of the source: *; · = not tested or not shown.

SMILES	GSTO1 counter	LYPLA2 inh	PAD4 FP inh	PME-1 inh	LYPLA1 counter	PAFAH2 inh	PAFAH1B2 inh	pPAFAH inh	PAFAH1B3 inh
CCCCn1c(N)c(N(CCC(C)C)C(=O)c2[nH]c(C)c(C(=O)OCC)c2C)c(=O)[nH]c1=O	3	1	4	2	-1	-3	5	-3	2
CCC(=O)N/N=C/c1ccc(-c2ccc([N+](=O)[O-])cc2)o1	-5	3	-2	-3	0	-5	-9	2	2
CCOC(=O)C1(CCc2ccccc2)CCN(C(=O)C2=C(C)OCCO2)CC1	2	-6	-3	-5	-3	·	·	3	·
CCOC(=O)CSc1nc2ccccc2c(=O)n1CC1CCCC1	-7	3	-2	3	0	-5	5	8	4
Cc1ccc(C(=O)C(C)OC(=O)CNC(=O)c2ccc(Br)o2)cc1 (stereo not given)	-2	-1	2	1	-4	-4	-4	4	2
Cc1ccnc(NC(=O)CNC(=O)COc2ccccc2)c1	9	1	-2	0	3	4	5	5	10
O=C(NC1CCCCC1)c1ccc(Cl)c(NC(=O)c2ccccc2F)c1	1	2	3	2	3	·	·	2	·
CC(NC(=O)c1cccs1)C(c1cccs1)N1CCOCC1 (stereo not given)	6	-2	-1	-3	3	0	2	5	3
O=C(c1nc2ccccn2c1CNCCCn1nnc2ccccc21)N1CCOCC1	2	-5	0	1	0	5	1	2	2
COc1ccc(CC(=O)NC2CCN(CC(=O)N3CCCc4ccccc43)CC2)cc1OC	3	-2	-2	-1	-3	-8	0	3	0
CN(C)CCCNC(=O)c1ccc(-c2nc(-c3ccc(Cl)cc3)cs2)cc1	-4	-9	-3	-5	-6	-9	1	-4	2
COc1cc(OC)c(-c2nc(-c3ccncc3)no2)cc1OC	-4	3	0	-4	-2	4	3	-5	8
Cc1ccc(OCC(=O)c2cc(C)n(CC(F)(F)F)c2C)c([N+](=O)[O-])n1	10	-1	-3	2	0	-3	7	6	13
CCC(=O)Nc1ccc(NCc2ccc(-c3ccccc3)cc2)cc1	-3	3	-5	1	-1	-2	0	13	11
NCCNC(=O)c1c(NC(=O)c2ccccc2)sc2c1CCCC2	-3	-10	-6	0	-5	11	0	-6	0
O=C(c1ccc(F)cc1)N1CCOCC1	7	-7	-4	-1	-2	9	5	5	-1
Cc1nc2oc3c(NCc4ccccc4)ncnc3c2c2c1COC(C)(C)C2	4	1	2	0	-2	8	8	27*	10
Cc1ccc(N/C=C(\C#N)c2ccc(OCCCF)cc2)cc1	6	65*	4	13	-2	8	6	12	7
COc1ccc(CC(=O)OCc2cc3ccccc3[nH]c2=O)cc1	8	2	-4	0	5	3	2	0	9
N#Cc1nc(COc2ccccc2)oc1N1CCN(c2cccc(Cl)c2)CC1	-1	3	-5	4	0	-13	0	0	-3

As a short view, some entries already given.
SMILES	GSTO1 counter	LYPLA2 inh	PAD4 FP inh	PME-1 inh	LYPLA1 counter	PAFAH2 inh	PAFAH1B2 inh	pPAFAH inh	PAFAH1B3 inh
O=C(c1nc2ccccn2c1CNCCCn1nnc2ccccc21)N1CCOCC1	2	-5	0	1	0	5	1	2	2
COc1ccc(CC(=O)NC2CCN(CC(=O)N3CCCc4ccccc43)CC2)cc1OC	3	-2	-2	-1	-3	-8	0	3	0
CN(C)CCCNC(=O)c1ccc(-c2nc(-c3ccc(Cl)cc3)cs2)cc1	-4	-9	-3	-5	-6	-9	1	-4	2
COc1cc(OC)c(-c2nc(-c3ccncc3)no2)cc1OC	-4	3	0	-4	-2	4	3	-5	8
Cc1ccc(OCC(=O)c2cc(C)n(CC(F)(F)F)c2C)c([N+](=O)[O-])n1	10	-1	-3	2	0	-3	7	6	13
CCC(=O)Nc1ccc(NCc2ccc(-c3ccccc3)cc2)cc1	-3	3	-5	1	-1	-2	0	13	11
NCCNC(=O)c1c(NC(=O)c2ccccc2)sc2c1CCCC2	-3	-10	-6	0	-5	11	0	-6	0
O=C(c1ccc(F)cc1)N1CCOCC1	7	-7	-4	-1	-2	9	5	5	-1
Cc1nc2oc3c(NCc4ccccc4)ncnc3c2c2c1COC(C)(C)C2	4	1	2	0	-2	8	8	27*	10
Cc1ccc(N/C=C(\C#N)c2ccc(OCCCF)cc2)cc1	6	65*	4	13	-2	8	6	12	7
COc1ccc(CC(=O)OCc2cc3ccccc3[nH]c2=O)cc1	8	2	-4	0	5	3	2	0	9
N#Cc1nc(COc2ccccc2)oc1N1CCN(c2cccc(Cl)c2)CC1	-1	3	-5	4	0	-13	0	0	-3

Further compounds.
SMILES	GSTO1 counter	LYPLA2 inh	PAD4 FP inh	PME-1 inh	LYPLA1 counter	PAFAH2 inh	PAFAH1B2 inh	pPAFAH inh	PAFAH1B3 inh
COc1cc(C(=O)NCc2nnc(SCC(=O)NC3CCCCC3)o2)cc(OC)c1OC	-5	3	-2	-3	0	4	2	5	-5
Cc1cn(C2CC(OC(=O)C(C)C)C(CO)O2)c(=O)[nH]c1=O (stereo not given)	·	-2	-2	-7	0	7	5	-5	8
O=C(NCc1ccccc1Br)c1ccncc1	-2	-2	3	-4	2	2	0	4	14
CCCCc1noc(-c2c(-c3ccccc3Cl)noc2C)n1	4	9	-1	-3	6	0	0	10	7
COc1ccc(C(=O)c2oc3ccc(OC)cc3c2N)cc1	-4	4	-4	33*	4	-6	3	14	3
O=C(CC1C(=O)NCCN1Cc1c(F)cccc1Cl)NCCCOc1cccnc1 (stereo not given)	-1	0	3	5	-5	1	3	2	12
COc1ccc(C2CC2/C(C)=N/OC(=O)C2CC2)cc1 (stereo not given)	2	-6	-2	-5	-2	5	-2	5	9
C/C(O)=C(/N=O)C(=O)Nc1ccccc1	-4	3	3	-2	1	4	6	4	10
N#Cc1nc(-c2ccccc2Cl)oc1N1CCOCC1	-1	1	-2	-6	2	-6	-4	-3	5
CC1(C)N=C(SCC(=O)Nc2ccccc2)C(c2ccc(Cl)cc2)=N1	-3	3	1	2	2	-3	5	2	3
O=C(Nc1ccccc1NC(=O)c1ccco1)c1ccco1	0	8	-6	-6	0	2	-1	-3	11
Cc1csc(NC(=O)c2ccc3ccccc3n2)n1	2	0	0	-6	0	0	-1	3	0
CN(CC(=O)Nc1ccc(F)cc1)C(=O)CN1C(=O)c2ccccc2C1=O	·	6	-1	-3	3	-3	7	1	11
O=C(CCCOc1cccc(Br)c1)NC1CCC(O)CC1 (stereo not given)	0	1	2	-6	3	-4	-3	3	1
Cc1cc(OCC(=O)O)c2ccccc2n1	0	3	-4	-5	3	-3	5	-2	8
CC(=O)c1ccc(NC(=O)C2C3C=CC(O3)C2C(=O)O)cc1 (stereo not given)	-6	3	-2	0	1	0	9	3	5
C=CCn1c(SCC(=O)Nc2sccc2C(N)=O)nc2ccc(Cl)cc2c1=O	9	-5	-7	-9	-7	-2	-4	-8	-1
COc1ccc(-c2nc3nc(C)cc(=O)n3[nH]2)cc1	0	-4	4	0	-1	2	2	-1	4
CC/C(O)=C1\C(=O)CCCC1=NCc1nc2ccccc2[nH]1	-1	2	2	-8	-1	6	-2	-3	7
CC1CC(C)CN(CC(O)COCc2ccccc2)C1 (stereo not given)	-1	0	2	-9	1	4	3	1	5
CN1CCN(C(=O)C2CCN(c3ncnc4c3nc3n4CCCCC3)CC2)CC1	-6	-1	1	0	-1	-3	1	5	13
COc1ccc(CNC(=O)CN2C(=O)CSc3ccc(S(=O)(=O)N4CCOCC4)cc32)c(OC)c1	0	-2	-1	0	0	4	6	-2	14
COC(=O)c1cnn(-c2cc(Oc3cccc(C)c3)ncn2)c1N	1	5	4	-2	0	-2	1	-3	8
CCCCNC(=O)c1ccc(CS(=O)(=O)c2cccc(C(F)(F)F)c2)o1	-2	0	-4	6	-4	-1	2	17	2
O=C(NCCc1ccccc1)c1cc(-c2ccncc2)nc2ccc(S(=O)(=O)N3CCOCC3)cc12	-13	7	2	-5	1	-7	-8	0	-9
CCN(CC)C(=O)C(Oc1ccc(C)nc1[N+](=O)[O-])c1ccccc1 (stereo not given)	1	2	1	-3	1	-4	4	0	1
CC(=O)N=c1sccn1CC(O)c1ccc(Br)cc1 (stereo not given)	0	-1	2	-2	-2	-7	-4	3	6
Cc1cc(NC(=O)CSc2nnc(COc3ccccc3)o2)no1	12	11	-2	-1	4	8	6	5	7
CCN(CC(=O)Nc1sc2c(c1C#N)CCC(C)C2)Cc1nc2ccccc2c(=O)[nH]1 (stereo not given)	-7	1	-3	-11	-4	7	27*	4	2
COC(=O)CCCC1=CC2=CC(=O)C(C)(OC(=O)c3cccs3)C(=O)C2=CO1 (stereo not given)	39*	4	7	8	8	·	·	43*	·
O=C(OCC(=O)N1CCN(Cc2ccccc2)CC1)c1ccc(Cl)cc1	0	1	-1	-2	3	9	0	1	-3
Cc1ccc(S(=O)(=O)NNC(=O)c2cccnc2)cc1	7	-6	3	3	-2	9	9	5	9
Cc1ccc(N2CN(CCc3ccccc3)CNC2=S)cc1	-2	-2	0	1	2	0	-1	-5	0
O=C(O)C1OC2OC3(CCCCC3)OC2C2OC3(CCCCC3)OC12 (stereo not given)	-3	3	-4	-2	4	-4	-3	6	-6
O=C(Nc1ccc(N2CCCCC2)cc1)c1cccnc1Cl	-2	-3	0	-4	1	-3	-1	0	10
Cc1ccc(-c2nc(N/N=C/c3ccccc3[N+](=O)[O-])c3ccccc3n2)cc1	4	-2	-2	-2	3	0	3	3	-6
COC(=O)c1ccc(CSc2nnnn2-c2ccccc2)o1	4	-1	0	3	-6	-3	5	-2	-11
Cc1[nH]c(C)c(S(=O)(=O)NCCc2ccccc2)c1C(=O)N1CCCC1	-1	2	-5	-1	1	0	4	-1	14
O=C(CN1CCN(S(=O)(=O)c2ccc(Cl)cc2)CC1)NC1CC1	-1	4	2	4	-2	0	29*	-4	-3
O=C(/C=C/c1ccco1)N1CCN(c2ncccn2)CC1	1	9	-4	1	2	-2	4	7	1
Cc1ccc(NC(=O)C2CCN(C(=O)NCc3ccccc3)CC2)cc1C	3	-2	0	-9	0	0	3	2	2
COc1ccc(OC)c(NC(=S)NCCSc2ccc(C)cc2)c1	6	5	0	14	-1	4	11	8	-8
CC1(C)Cc2nc3oc4c(N(CCO)Cc5ccccc5)ncnc4c3cc2CO1	0	-1	-5	-1	-5	-11	-4	5	2
O=[N+]([O-])c1ccc(-c2ccc(S(=O)(=O)N3CCOCC3)cc2)cc1	5	5	3	3	-3	-1	2	23	-2
O=C1N/C(=C\c2ccc(O)cc2)C(O)=C1C=NCc1ccccc1	1	-8	-2	3	-1	1	13	1	12
COc1ccc(COCC(O)CN(Cc2ccco2)Cc2ccccc2O)cc1 (stereo not given)	-3	12	-4	1	5	3	6	-1	2

These rows are one share of the data. The share of hits here may be higher or lower than overall.
